Screening data from PubChem BioAssay.
A549 tox – A549 cytotoxicity, counter-screen for Nrf2 inhibitors; A549 ARE-Fluc cells, CellTiter-Fluor viability, 18-24 h; Potency, µM (top dose mostly 46 µM), for the others: top-dose activity change, negative = cytotoxicity, most hits filed as inhibitors; 390,000 tested, 0.16% active; AID 504648; further: potency means the concentration at half of the fitted maximal effect; on the % scale 0 is the no-effect control and ±100 the full control effect
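A549 ARE-Fluc cells in 5% FBS OPTI-MEM, 5000 cells/well, rested 2 h then exposed to compounds in concentration-response for 18-24 h at 37 °C. Viability by CellTiter-Fluor fluorescence (Ex 405/Em 525) after 30 min; luciferase luminescence (BugLite, 15 min, RT) read afterwards.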
ATXN2 expr inh – reduces ATXN2 reporter expression in HEK-293 cells; HEK-293 ATXN2-luciferase reporter, luminescence, 24 h; Potency, µM (doses to about 57 µM), for inactives: at the top dose activity change, negative = inhibition, hits mostly inhibitors; 360,000 tested, 0.72% active; AID 1745845; further: potency means the concentration at half of the fitted maximal effect; on the % scale 0 is the no-effect control and ±100 the full control effect; nearly all actives have a fitted effect of over 55% in size
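qHTS (up to 57 uM final) was run with 24 h compound exposure of reporter cells at 37 °C. Each well was multiplexed: SteadyGlo luminescence measured ATXN2-luciferase expression after a fluorogenic Gly-Phe-AFC viability readout (25 uM final).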
S2 tox – viability counter-screen for ATXN expression inhibitors | Potency, µM (series often up to 56.7 µM), usual class: cytotoxic | S2 cells (HEK-293 line with an ATXN2-luciferase reporter) viability, CellTiter-Fluor protease fluorescence, 24 h | 400,000 tested, 0.49% active; further: potency means the concentration at half of the fitted maximal effect; nearly all actives have a fitted effect of over 40% in size
EPAC2 ag – activates human EPAC2 exchange factor; EPAC2 activation, biochemical qHTS; response scale: 100% = 6.5 mM cAMP response; Potency, µM (highest dose often 154 µM), for the others: at the highest dose activation, actives largely listed as activators; 360,000 tested, 0.079% active; further: potency means the concentration at half of the fitted maximal effect; nearly all actives have a fitted effect of over 50% in size
Target sequence (Q8WZA2 whole entry, looked up): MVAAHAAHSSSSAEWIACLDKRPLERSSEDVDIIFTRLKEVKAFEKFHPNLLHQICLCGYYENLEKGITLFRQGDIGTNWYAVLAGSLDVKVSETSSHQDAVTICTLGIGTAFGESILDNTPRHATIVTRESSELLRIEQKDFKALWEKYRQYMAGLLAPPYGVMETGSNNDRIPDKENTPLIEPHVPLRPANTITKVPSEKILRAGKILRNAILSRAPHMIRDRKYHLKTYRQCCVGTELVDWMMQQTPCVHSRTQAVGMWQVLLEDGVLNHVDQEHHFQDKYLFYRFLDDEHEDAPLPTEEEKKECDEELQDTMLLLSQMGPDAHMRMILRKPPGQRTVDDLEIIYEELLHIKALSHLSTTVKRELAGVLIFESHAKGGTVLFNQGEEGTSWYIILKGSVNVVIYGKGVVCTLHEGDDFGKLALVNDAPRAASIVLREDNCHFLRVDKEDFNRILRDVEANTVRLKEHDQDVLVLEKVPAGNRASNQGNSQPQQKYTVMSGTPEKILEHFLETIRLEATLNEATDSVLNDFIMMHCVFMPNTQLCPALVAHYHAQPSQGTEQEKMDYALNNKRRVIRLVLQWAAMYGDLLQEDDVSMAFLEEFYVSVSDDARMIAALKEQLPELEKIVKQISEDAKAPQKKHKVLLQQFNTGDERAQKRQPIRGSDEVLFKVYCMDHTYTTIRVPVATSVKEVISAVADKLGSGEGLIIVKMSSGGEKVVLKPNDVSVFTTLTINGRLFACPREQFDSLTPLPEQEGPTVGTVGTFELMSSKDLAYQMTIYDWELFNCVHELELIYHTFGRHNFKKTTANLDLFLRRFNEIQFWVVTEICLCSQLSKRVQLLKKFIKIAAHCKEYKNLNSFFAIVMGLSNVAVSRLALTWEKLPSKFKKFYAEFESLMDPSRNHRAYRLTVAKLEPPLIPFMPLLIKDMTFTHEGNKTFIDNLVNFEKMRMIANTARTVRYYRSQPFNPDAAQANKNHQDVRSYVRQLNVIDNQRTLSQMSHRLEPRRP
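Nucleotide exchange monitored as fluorescence drop when BODIPY-GDP leaves Rap1B. Reaction: 100 nM EPAC2, 250 nM RAP1B-BODIPY-GDP, 50 uM GDP, room temperature, kinetic read over 30 min. Activity expressed relative to 6.5 mM cAMP.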
TGFb inhibitor – inhibitors of TGF-b signaling; HepG2 CAGA-GFP TGF-b/SMAD3 reporter, GFP fluorescence, 18 h; TGF-beta stimulated, 500 pg/mL final; Potency, µM (series often up to 46.1 µM), without a hit: top-dose activity, negative = inhibition, usual class: inhibitors; 410,000 tested, 1.2% active; AID 588855; further: potency means the concentration at half of the fitted maximal effect; on the % scale 0 is the no-effect control and ±100 the full control effect; nearly all actives have a fitted effect of over 65% in size
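HEPG2 CAGA-GFP reporter cells (1000/well, DMEM with 1% FBS) received compounds, then recombinant TGF-beta at 500 pg/mL final for 18 hours at 37 degrees C. Per-cell GFP summed per well was normalised to unstimulated and stimulated DMSO controls before curve fitting.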
Nrf2 block – Nrf2 pathway inhibition; A549 ARE-Fluc reporter, luciferase luminescence, 18-24 h; Potency, µM (titrated, usually from 46 µM), inactives show at the highest dose activity change, negative = inhibition, usual class: inhibitors; 360,000 tested, 2.1% active; AID 504444; further: potency means the concentration at half of the fitted maximal effect; on the % scale 0 is the no-effect control and ±100 the full control effect; nearly all actives have a fitted effect of over 60% in size
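Quantitative HTS in A549 cells stably bearing an antioxidant response element-firefly luciferase construct. Inhibition of Nrf2-driven transcription was scored by luminescence after 18-24 h of compound exposure at 37 °C.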
Nrf2 activator – activators of Nrf2 (ARE) signaling; AREc32 ARE-luciferase reporter (MCF7-derived line), luminescence, 24 h; AID 624171; Potency, µM (series often up to 46.1 µM), for the others: top-dose activation, hits mostly activators; 410,000 tested, 0.31% active; further: potency means the concentration at half of the fitted maximal effect; % of control where 0% means no effect; nearly all actives have a fitted effect of over 65% in size
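Quantitative high-throughput format: AREc32 reporter cells, 1000 per well, received compound by pin transfer and were incubated 24 hr at 37 deg C, 5% CO2, before Steady-Glo luminescence detection.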
HepG2 viability – counter-screen for TGF-b inhibitors: cytotoxicity in HepG2 cells. HepG2 CAGA-GFP viability, ATP luminescence, 18 h. Potency, µM (top dose mostly 46.1 µM), inactives show at the highest dose activity change, negative = cytotoxicity, usual class: cytotoxic. 410,000 tested, 0.76% active; further: potency means the concentration at half of the fitted maximal effect; some results filed as inactive show a strong effect at the top dose
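HepG2 CAGA-GFP cells (1000/well, DMEM with 1% FBS) received compound, then TGF-beta at 500 pg/mL final, and were incubated 18 hours at 37 degrees C. Viability was read by CellTiter-Glo luminescence. Media-only wells were set as complete cell-killing and DMSO as no toxicity.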
IL-2 act – activators of IL-2. activation, % (series mostly up to about 46 µM). IL-2 activation reporter assay, cell-based qHTS; stimulated with anti-CD3/CD4/CD28 beads; in transgenic mouse T cells. AID 652025. 360,000 tested, 0.065% active; in the data active means activation above about 50%; inconclusive means mostly about 30% to 49%; further: 0% is about no effect
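Using fluorescent plate cytometry, EGFP and DsRed are detected in transgenic mouse T cells stimulated 18 h at 37 degrees C with antibody-coated beads after 60 min compound pretreatment.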
Starred values were filed as active, the others as inactive; i = inactive; ? = inconclusive; · = not tested or not shown; & = joins results of further samples; [ ] = remark or other dose. Unless noted, the call rests on the fitted dose curve; in most records, active means well fitted curve in the direction sought with a large enough effect; inconclusive means small, poorly fitted or top-dose-only effect, or another doubt; inactive means no such curve, though single readings can be large; an effect the other way counts as inactive or inconclusive.

SMILES	A549 tox	ATXN2 expr inh	S2 tox	EPAC2 ag	TGFb inhibitor	Nrf2 block	Nrf2 activator	HepG2 viability	IL-2 act
COc1cscc1C(N)=O	0%	·	i	8%	5%	-5%	1.1%	0%	2.2
Cc1cccn2c(=O)c(C(=O)N3CCN(c4ccc(Cl)cc4)CC3)cnc12	-4%	-23%	i	·	-21%	·	1.9%	-36%	·
COc1ccc(-c2cn3cc(Cl)ccc3n2)cc1OC	3%	73%[activator]	i	3%	-24%	13%	26%	-47%	-0.2
O=C(O)c1ccc(CSCc2c(F)cccc2Cl)o1	11%	-8%	i	-2%	2%	·	0.1%	5%	1.0
CSc1ncccc1C(=O)OCc1ccccc1	0%	26%	i	19%	4%	10%	2.3%	-2%	1.3
Cc1cccnc1NC1(C(F)(F)F)N=C(c2ccccc2)NC1=O (centres undefined)	-8%	-6%	?	-1%	-1%	-10%	0.0%	-2%	-2.0
CCC(C)NS(=O)(=O)c1ccc(S(=O)(=O)N(CCc2ccc(OC)c(OC)c2)Cc2cccs2)cc1 (centres undefined)	-12%	-20%	i	2%	?	?	0.7%	-5%	-5.1
O=C(/C=C/[C@H]1O[C@@H](n2cnc3c(NC(=O)c4ccccc4)ncnc32)[C@H](O)[C@@H]1O)NC1CCCCC1	·	2%	i	0%	-2%	·	-1.2%	0%	0.8
CCCS(=O)(=O)N1CCCC(C(=O)NCCCOCC)C1 (centres undefined)	9%	-2%	i	5%	7%	13%	2.0%	-1%	1.1
CCOC(=O)c1c(-c2ccccc2)csc1NC(=O)c1cc(S(=O)(=O)N2CCOCC2)ccc1C	20%	2%	i	-7%	7%	-5%	-0.1%	9%	-2.0
CCOC(=O)Cc1c[nH]c2ccccc12	8%	10%	i	5%	4%	·	-0.3%	-2%	-3.2
Cc1cccc(OCC(=O)NCC(=O)N/N=C/c2ccc(N(C)C)cc2)c1	-5%	-13%	?	1%	?	13%	0.2%	-3%	-2.9

3 compounds already listed, arranged by the number in Nrf2 activator, largest number first:
structure	Nrf2 activator
CSc1ncccc1C(=O)OCc1ccccc1	2.3%
CCOC(=O)c1c(-c2ccccc2)csc1NC(=O)c1cc(S(=O)(=O)N2CCOCC2)ccc1C	-0.1%
O=C(/C=C/[C@H]1O[C@@H](n2cnc3c(NC(=O)c4ccccc4)ncnc32)[C@H](O)[C@@H]1O)NC1CCCCC1	-1.2%

Additional structures follow.
SMILES	A549 tox	ATXN2 expr inh	S2 tox	EPAC2 ag	TGFb inhibitor	Nrf2 block	Nrf2 activator	HepG2 viability	IL-2 act
COc1ccc(N2CCN(CCCNC(=O)c3ccc(CS(=O)(=O)c4ccc(Cl)cc4)o3)CC2)cc1	-8%	·	i	10%	-14%	10%	0.4%	9%	0.5
COc1c([N+](=O)[O-])c(=O)oc2ccccc12	-9%	-8%	i	4%	-3%	1%	-0.5%	2%	-1.5
COc1ccc(NS(=O)(=O)c2cc(NC(=O)COc3ccccc3F)ccc2OC)cc1	-11%	2%	i	13%	5%	?	0.0%	-3%	0.2
S=c1[nH]nc(-c2cc(-c3ccccc3)n[nH]2)n1/N=C/c1ccccc1	5%	-12%	i	-5%	-16%	-9%	4.4%	-14%	-2.4
Cc1ccc(N2C(=O)N(CC(=O)N3CCOCC3)C(=O)C2C)cc1 (centres undefined)	-1%	-6%	i	5%	1%	?	0.4%	-13%	-3.4
COc1ccc(-c2noc(CNC(=O)COc3cccc(C)c3C)n2)cc1	9%	·	·	·	?	-2%	1.1%	-20%	·
CN(C)Cc1c(O)ccc2c1O/C(=C\C=C\c1ccccc1)C2=O	-18%	-11%	?	26%	6%	-2%	20%	-7%	8.2
CCN(C(=O)c1sc(N)c(C#N)c1C)C1CCCCC1	-11%	-5%	i	4%	-22%	-1%	0.3%	24%	0.3
CCN1CCN(c2ccc(S(=O)(=O)N3CCOCC3)cc2NC(=O)C2CCC(C(C)(C)C)CC2)CC1 (centres undefined)	-1%	·	i	-10%	?	1%	-1.3%	20µM*	2.6
O=C1Cc2ccccc2C(c2ccc(Cl)cc2)N1 (centres undefined)	1%	-4%	i	5%	-2%	-19%	0.3%	1%	-3.4
CCc1nc2ccc(C(=O)Nc3ccc4c(c3)OCO4)cc2nc1CC	-17%	15%	?	12%	0%	-13%	2.6%	-18%	0.2
COc1cc(Cl)c(C)cc1NC(=O)CNC(=O)Cn1ccc2ccccc2c1=O	1%	3%	i	·	-17%	-1%[9.27 µM]	-0.9%	0%	·
CCN(CC)S(=O)(=O)c1cc(NC(=O)CNc2cccc(S(=O)(=O)N3CCCC3)c2)ccc1C	-19%	-30%	?	1%	?	5.2µM*	2.7%	-11%	-0.6
Cc1ccc(CNC(=O)CN2C(=O)CSc3ccc(S(=O)(=O)N4CCCC4)cc32)cc1	4%	·	·	·	0%	?	0.2%	-3%	·
CCCN1CCC(=O)N([C@H](CO)CC(C)C)CC1	3%	5%	i	4%	3%&5%	14%	-0.2%	-1%&-30%	-0.3
COc1ccc(/C=C/C(=O)N2CCCc3ccccc32)cc1	17%	16%	i	10%	7%	29%	5.4%	-6%	0.0
O=C(Nc1nnc([C@@H]2C[C@H](O)[C@@H](CO)O2)s1)c1ccc(Oc2ccccc2)cc1	·	22%	i	6%	-18%	·	2.9%	-21%	-0.3
Cc1c(Br)c([N+](=O)[O-])nn1CCCC(=O)NC(C)c1ccccc1 (centres undefined)	0%	·	i	11%	0%	3%	0.1%	2%	1.0
COc1ccc(C2CC(=O)N3CN(c4ccc(C)c(Cl)c4)CSC3=C2C#N)cc1OC (centres undefined)	-1%	31%	i	-2%	-17%	17%	4.5%	-27%	1.5
Cc1cc(C)c(NC(=O)Cn2nnc(-c3nc(-c4ccccc4)no3)c2N)c(C)c1	-3%	2%	i	·	-2%	19%	-0.2%	0%	·
Nc1nc(SCC(=O)N2CCOCC2)n[nH]1	8%	-4%	i	-2%	5%	-3%	0.2%	2%	-0.4
O=C(Cc1ccccc1)c1c[nH]c(C(=O)NC2CCCC2)c1	1%	-10%	i	0%	-7%	-14%	2.1%	-8%	-1.8
COc1cccc2cc(-c3csc(NC(=O)CCC(=O)NCCCN4CCC(C)CC4)n3)c(=O)oc12	2%	11%	i	7%	16%	?	0.3%	-21%	-0.6
CCOC(=O)c1c(NC(=O)C2c3ccccc3Oc3ccccc32)sc(C(C)=O)c1C	?	-4%	i	-4%	12%	?	-0.3%	-3%	-3.7
CCN(C(=O)c1ccc2c(=O)n3c(nc2c1)CCCCC3)c1cc(OC)ccc1OC	-3%	20%	i	-4%	-3%	2%	0.2%	-4%	-1.0
COC(=O)c1ccccc1NC(=O)CSc1nc2ncccc2[nH]1	0%	-5%	i	-1%	10%	1%	-0.5%	-5%	-2.7
COc1ccc2oc(=O)c(-c3cn4c(n3)sc3cc(F)ccc34)cc2c1	8%	·	·	·	28%	·	-0.3%	-3%	·
Cc1ccc(NC(=O)Nc2ccccc2)nc1	7%	·	i	3%	0%	?	7.3%	113%	0.0
COCCN(C(=O)COC(=O)Cc1coc2cc(C)ccc12)c1c(N)n(Cc2ccccc2)c(=O)[nH]c1=O	2%	14%	i	-11%	10%	3%	-0.3%	-23%	-2.6
CCCCOCCOC(=O)C1OC1(C)c1ccccc1 (centres undefined)	·	·	i	0%	8%	·	0.3%	-1%	-3.2
NC(=O)c1oc2ccccc2c1NC(=O)C1CC(=O)N(c2ccccc2)C1 (centres undefined)	-8%	-2%	?	0%	-8%	1%	-0.1%	7%	0.4
CCc1nnc(NC(=O)CCC2CCCCC2)s1	-5%	-8%	i	12%	0%	11%	0.6%	-29%	-0.4
CCN(CC)Cc1c(C(=O)N/N=C/c2c(Cl)cccc2Cl)nnn1-c1nonc1N	-2%	0%	i	5%	0%	5%	2.6%	-2%	-2.2
O=C1C=CC(=O)C(CNc2ccc(C(=O)OCc3ccccc3)cc2)=C1	-10%	0%	·	4%	0%	25%	?	-47%	-2.3
CC(c1ccon1)N(C)C(=O)c1ccc(OC2CCN(C(=O)C3CC3)CC2)cc1 (centres undefined)	12%	14%[11.3 µM]	i	0%	-3%	2%	-0.9%	-5%	-2.6
O=C(O)COc1ccccc1/C=N/NC(=O)c1cc(-c2ccccc2)nc2ccccc12	-2%	-20%	i	0%	-1%	5%	0.4%	6%	-0.6
CCc1nn(CC(=O)NC2CCN(Cc3ccccc3)CC2)c(=O)c2cc3cc(F)ccc3n12	4%	3%	i	-3%	1%	9%	-0.5%	2%	-0.9
CCCCCc1c(C)nc(N2CCN(Cc3ccc4c(c3)OCO4)CC2)[nH]c1=O	12%	·	i	3%	25%	8%	-0.1%	-14%	-0.2
O=C(CN1C(=O)COc2ccc(Cl)cc21)Nc1ccc(F)cc1	0%	-18%	i	·	-24%	-16%	4.4%	2%	·
CCCC(=O)N(c1ccc(C(=O)O)cc1)c1nc(-c2ccccc2)c(C)s1	5%	·	i	4%	0%	0%	2.0%	1%	0.5
Cn1ccnc1SCC(=O)NC1(C#N)CCCCC1	0%	11%	i	2%	17%	-12%	-0.7%	3%	-0.1
S=C(Nc1ccccc1)N1CCCCC1	8%	-2%	i	2%	9%	-16%	-0.2%	-15%	-1.3
Cc1ccc2cc(CN(C)S(C)(=O)=O)c(=O)[nH]c2c1	3%	-24%	i	16%	0%	-2%	0.0%	-3%	0.7
CC(C)(C)Cc1c(C2CCCCC2)nc2ccc(Cl)cn12	·	-11%	?	1%	?	·	-1.1%	-42%	2.5
CC1(C)CC(NC(=O)C2CCN(S(=O)(=O)c3ccc(F)cc3)CC2)CC(C)(C)N1	3%	4%	i	4%	7%	9%	-0.6%	7%	-0.2
